Screening data from PubChem.
TRPML3 ag = human TRPML3 channel agonists, primary screen, cell-based, HEK293 TRPML3-YFP, Fluo-8 calcium fluorescence, 3 µM | Mucolipin-3 (Homo sapiens), Q8TDD5 | 100% = the carbachol control signal | activation, % at 3 µM | 220,000 compounds, 0.29% hits | AID 1448, 2008;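 active means activation above its plate's cutoff, the mean activation of the plate's test wells plus 3 SD, cut at about 12% in these data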;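 further: 0% = DMSO only wells and 100% = carbachol wells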
Target sequence (Q8TDD5 whole entry, looked up): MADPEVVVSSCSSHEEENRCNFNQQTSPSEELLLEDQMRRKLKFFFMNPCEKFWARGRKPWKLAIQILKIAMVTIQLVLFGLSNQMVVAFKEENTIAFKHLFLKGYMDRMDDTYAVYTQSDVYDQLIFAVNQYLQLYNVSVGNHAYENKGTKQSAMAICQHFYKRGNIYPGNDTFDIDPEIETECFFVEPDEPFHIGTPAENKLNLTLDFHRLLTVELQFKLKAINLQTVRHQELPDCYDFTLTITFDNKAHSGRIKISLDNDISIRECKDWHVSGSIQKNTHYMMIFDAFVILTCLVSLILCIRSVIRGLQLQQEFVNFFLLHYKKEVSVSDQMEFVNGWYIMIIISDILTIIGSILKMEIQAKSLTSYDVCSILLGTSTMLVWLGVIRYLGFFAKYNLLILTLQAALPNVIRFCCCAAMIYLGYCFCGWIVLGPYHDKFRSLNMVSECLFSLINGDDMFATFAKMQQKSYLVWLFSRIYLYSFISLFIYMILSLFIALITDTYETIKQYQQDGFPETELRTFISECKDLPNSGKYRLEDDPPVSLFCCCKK
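Test system – HEK293 line with stable expression of human TRPML3-YFP channel · Control set – carbachol 87 µM final as high control (100%), DMSO as low control (0%) · Signal – Fluo-8 calcium dye fluorescence, ex 470-495, em 515-575 nm · Incubation – 1-h 37 °C dye load, 5-s basal, 120-s post-compound reads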
EP2 modulator = EP2 receptor modulators, cAMP readout, primary screen, cell-based, HTRF cAMP, PGE2 stimulation | EP2-expressing cells, cAMP HTRF FRET, PGE2 co-stimulation | Prostaglandin E2 receptor EP2 subtype (Homo sapiens), P43116 | induction, % at 25 µM | 260,000 compounds, 0.83% hits | AID 940, 2007;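 active means compounds whose cAMP rise, as percent of the full-agonist control response, exceeds 60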;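 further: rat C6 glioma line stably carrying human EP2 under a CMV promoter; the protocol text gives 20 µM as final concentration; 100% = response of wells given 1 µM PGE2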
Target sequence (P43116 whole entry, looked up): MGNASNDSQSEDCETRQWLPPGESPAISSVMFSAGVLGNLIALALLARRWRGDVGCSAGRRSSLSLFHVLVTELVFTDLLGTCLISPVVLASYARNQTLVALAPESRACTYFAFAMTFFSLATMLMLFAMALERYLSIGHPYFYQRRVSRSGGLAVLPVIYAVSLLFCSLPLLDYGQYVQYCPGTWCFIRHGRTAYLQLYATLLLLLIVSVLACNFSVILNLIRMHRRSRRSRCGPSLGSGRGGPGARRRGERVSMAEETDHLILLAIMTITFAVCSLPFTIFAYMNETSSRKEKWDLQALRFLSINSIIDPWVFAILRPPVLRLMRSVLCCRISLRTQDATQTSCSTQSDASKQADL
Calpain2 inh = inhibitors of pig calpain II, primary screen, biochemical, fluorogenic peptide substrate, 1536-well | inhibition, % at 16 µM | purified calpain II, 30 min | AID 1236, 2008 | 220,000 compounds, 0.37% hits;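 active means inhibition above about 50%, limit read from the data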
Ba/F3 V617F tox = reduced viability of JAK2V617F-dependent Ba/F3 cells, primary screen, JAK2V617F inhibitor project, cell-based, Ba/F3 EpoR-JAK2V617F, luminescence | AID 1446, 2008 | 220,000 compounds, 1.1% hits | ATP luminescence | inhibition, % at 5.6 µM;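 active means inhibition above the campaign mean plus 3 SD over all tested compounds, cut at about 24% in these data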;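 further: cytokine-independent growth of Ba/F3 cells driven by EpoR plus mutant JAK2; 0% = DMSO-treated cells and 100% = JAK inhibitor I control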
S1P4 ag = S1P4 receptor agonists, primary screen, cell-based | S1P4-expressing cell line, agonist reporter assay | activation, % at 4.98 µM | 220,000 compounds, 0.35% hits | AID 1509, 2009; in the data active means activation above about 11%;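 further: 0% = DMSO vehicle and 100% = reference agonist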
S1P4 antagonist = S1P4 receptor antagonists, primary screen, cell-based | 220,000 compounds, 0.26% hits | inhibition, % at 4.98 µM | S1P4-expressing cells, antagonist mode, reporter read-out | AID 1510, 2009; in the data active means inhibition above about 29%;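 further: 0% = wells stimulated with agonist and 100% = vehicle wells without agonist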
zfTRPN1 agonist = zebrafish TRPN1 channel agonists, primary screen, cell-based, HEK293, calcium fluorescence; activation, % at 3 µM; transient receptor potential cation channel N1 (TRPN1/NompC), Danio rerio; 220,000 compounds, 0.18% hits; HEK293 zebrafish TRPN1-YFP, Fluo-8 calcium fluorescence; 100% = response to 87 µM carbachol;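 active means activation above its plate's cutoff, the mean activation of test wells on that plate plus 3 SD, cut at about 19% in these data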;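 further: 0% = DMSO alone and 100% = 87 µM carbachol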
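System: zebrafish TRPN1-YFP in HEK293 cells / Dosing: 3 µM single point / Timing: dye loading 1 h at 37 °C, then 30 min room temperature / Signal: Fluo-8 calcium fluorescence, excitation 470-495 nm, emission 515-575 nm / Read-out basis: percent activation from peak over basal fluorescence ratio, control-normalized / Control set: high carbachol 87 µM, low DMSO alone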
BaF3 tox = parental Ba/F3 cell viability inhibition, counter-screen for JAK2V617F inhibitor project, murine pro-B, CellTiter-Glo luminescence | CellTiter-Glo ATP luminescence | inhibition, % at 5.6 µM | 220,000 compounds, 1.1% hits;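 active means inhibition above a per-campaign cutoff, the mean inhibition of all tested compounds plus 3 SD, cut at about 27% in these data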;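 further: 0% = DMSO wells and 100% = JAK Inhibitor I control wells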
PERK inh = block of dimerizer-induced PERK translation repression, primary screen, PERK inhibitor project, CHO PERK-DD cells, SEAP luminescence, HTS; Eukaryotic translation initiation factor 2-alpha kinase 3 (Homo sapiens), Q9NZJ5; CHO PERK-DD fusion, SEAP luminescence translation reporter; inhibition, % at 5.6 µM; 220,000 compounds, 0.17% hits; AID 1416, 2008;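 active means inhibition above the mean inhibition of all tested compounds plus 3 SD, set separately per screening campaign, cut at about 2.9% in these data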;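 further: PERK kinase domain activated by AP20187 dimerizer at 100 nM; 0% = DMSO with dimerizer and 100% = rapamycin at 8.4 µM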
* hit, by the source's call; & = joins results of further samples. Compounds as they come, and some 3.6% of all compounds hit somewhere here.

SMILES	TRPML3 ag	EP2 modulator	Calpain2 inh	Ba/F3 V617F tox	S1P4 ag	S1P4 antagonist	zfTRPN1 agonist	BaF3 tox	PERK inh
O=C(/C=C/c1ccc(Cl)cc1)Nc1ccc(Br)cn1	0.8	15	-37	-1	2.3	-15	0.1	8	0.8
Cc1cc([N+](=O)[O-])c(C(C)(C)C)cc1N	-0.1	10	-31	2	0.9	14	-0.7	7	0.2
Cc1cc(/C=C(\C#N)C(=O)NCc2cccs2)c(C)n1-c1ccccc1F	0.6	18	-105	-4	1.1	-16	-0.1	2	-0.9
CC(=O)/C(=C/N(C)C)Sc1ccc(C)cc1	0.8	21	1	-2	-2.3	-1	0.9	4	0.4
CC1CCCCC1NC(=O)c1ccc(CSc2nc3ccncc3[nH]2)cc1 (stereo not given)	0.0	-30	5	1	0.5	15	0.7	4	-0.2
COc1ccc(CCNC(=O)c2cc(-c3ccc4c(c3)OCO4)on2)cc1OC	1.1	-39	15	-3	-0.2	5	0.9	-3	0.7
CCC(C(=O)NC1CCCC1)N(C(=O)Cn1nnc(-c2ccc(OC)c(OC)c2)n1)C1CCCCC1 (stereo not given)	-1.4	-10	26	2	-0.9	4	-0.8	9	-1.9
NC(=O)COC(=O)c1sc2ccccc2c1Cl	0.0	5	0	0	2.9	17	0.6	5	0.2
COc1ccc(S(=O)(=O)N2CCCCC2)cc1NC(=O)c1ccc([N+](=O)[O-])o1	-0.2	-55	-24	-2	-1.0	-5	0.5	5	0.8
S=C(NC1CC1)N1CCc2ccccc2C1	0.5	-14	-17	0	-0.6	-2	0.1	3	0.6
CCOC(=O)Cc1c(C)nc2c(-c3ccccc3)cnn2c1C	0.2	20	8	3	-0.6	1	0.5	2	-0.9
CCNc1nc(NCC)n2c(SCC(=O)O)nnc2n1	-0.4	-4	13	3	-0.7	12	1.2	6	-0.3
COc1cccc(CC(=O)N2CCCC(CCC(=O)N3CCN(c4ccccn4)CC3)C2)c1 (stereo not given)	2.9	-19	-6	3	-0.9	-3	1.0	6	-0.3
S=c1[nH]nc(-c2ccco2)n1/N=C/c1ccccc1	0.0	6	0	-2	2.5	3	0.5	0	0.7
NC(=S)NC1CC2C=CC1C2 (stereo not given)	0.4	8	0	-5	0.0	4	0.4	0	1.4
CCOc1ccccc1C(=O)N1c2ccccc2Sc2ccccc21	-0.5	43	55*	-5	2.3	-5	0.3	0	-0.9
CCN(CC)c1ccc(NC(=O)CN2CCN(c3ccc(F)cc3)CC2)cc1	0.0	-40	-3	0	-0.3	10	0.0	-1	-0.5
O=C(CSc1ccccc1C(=O)O)NCc1ccc(Cl)cc1	0.6	33	3	0	2.6	-16	-1.3	1	0.0
COC(=O)C1=C(C)N(c2cccc3ccccc23)C(=O)C1	0.3	13	-3	-3	-3.7	4	-0.8	0	-0.2
O=C(NCc1ccccc1Br)c1ccco1	0.1	14	-32	-4	0.8	7	1.1	6	1.1
Cc1ccc(-c2nnc(-c3ccccc3)c(-c3ccccc3)n2)cc1	0.2	42	16	-3	-1.0	-4	-0.8	7	0.7
CCN1CCN(CCOc2ccc(Br)cc2C)CC1	-0.3	-22	-5	3	-2.2	-17	-0.6	4	1.7
COc1ccc(N=c2scc(C)n2CCCN2CCCC2=O)cc1	0.7	11	-12	1	1.8	4	0.3	8	0.0
O=C(NCCc1ccc(S(=O)(=O)N2CCCC2)cc1)c1cccs1	0.4	1	12	0	0.5	-11	-0.6	-1	0.0

Gathered by group, the compounds so far with bromine
SMILES	TRPML3 ag	EP2 modulator	Calpain2 inh	Ba/F3 V617F tox	S1P4 ag	S1P4 antagonist	zfTRPN1 agonist	BaF3 tox	PERK inh
O=C(/C=C/c1ccc(Cl)cc1)Nc1ccc(Br)cn1	0.8	15	-37	-1	2.3	-15	0.1	8	0.8
O=C(NCc1ccccc1Br)c1ccco1	0.1	14	-32	-4	0.8	7	1.1	6	1.1
CCN1CCN(CCOc2ccc(Br)cc2C)CC1	-0.3	-22	-5	3	-2.2	-17	-0.6	4	1.7

The list goes on:
SMILES	TRPML3 ag	EP2 modulator	Calpain2 inh	Ba/F3 V617F tox	S1P4 ag	S1P4 antagonist	zfTRPN1 agonist	BaF3 tox	PERK inh
COc1ccccc1NC(=O)c1ccc(-c2ccccc2[N+](=O)[O-])o1	-0.2	42	13	-2	2.5	-31	0.1	7	0.5
Nc1ccc(NC(=O)c2ccccc2)c2c1C(=O)c1ccccc1C2=O	-0.1	18	-25	5	-4.7	-4	0.9	3	0.7
COc1ccccc1Oc1ccc(NC(=O)c2ccc(Cl)cc2)cc1	2.1	-3	-15	-2	-0.2	3	4.1	1	0.0
CCCCNC(=O)CSc1nc2ccc(Nc3nc(N4CCOCC4)nc(N4CCOCC4)n3)cc2s1	-1.1	-17	-25	4	-2.0	12	-2.0	1	0.7
COc1ccc(C2/C(=C(/O)c3ccc(OC(C)C)cc3)C(=O)C(=O)N2CCCN2CCOCC2)cc1 (stereo not given)	0.4	23	-12	2	-0.4	8	0.5	-2	-0.3
Cc1c(NC(=O)CSc2nnc(N)s2)c(=O)n(-c2ccccc2)n1C	0.6	12	-14	-3	-0.2	-19	1.2	3	1.3
Cc1nn(C(C)C(=O)N2CCOCC2)c(C)c1[N+](=O)[O-] (stereo not given)	0.2	20	0	-2	-3.1	3	-0.8	-3	1.4
CCN(CC)C(=O)C(=O)Nc1ccc(Oc2ccccc2)cc1	0.8	3	5	-2	-0.5	-9	0.5	2	1.1
COc1cc2[nH]c(=S)nc(NC3CCCCCC3)c2cc1OC	0.1	-24	-10	5	0.6	3	-0.2	7	0.5
CCOc1ccc(NC(=O)c2nnn(CC(=O)Nc3ccccc3OCC)c2N)cc1	-1.4	37	-81	-3	0.4	-20	-1.1	4	-1.8
O=C(Cn1cc(C(=O)c2ccco2)c2ccccc21)Nc1ccccc1	-0.4	-76&-19	61*	0	0.1	-3	2.1	2	-1.6
COc1ccc(C(=O)C2CCN(C(=O)c3ccco3)CC2)cc1	0.4	13	-20	1	0.0	-6	0.7	12	-0.1
CCC(C(=O)OC)(C(=O)OC)c1ccc([N+](=O)[O-])cc1	-0.3	27	19	2	1.6	-23	1.8	-1	-0.6
C=CCN(CC=C)S(=O)(=O)c1ncn[nH]1	0.7	30	-10	4	0.6	2	-0.1	3	0.3
CCOc1ccc(N/C(N)=N/c2nc(CSc3nnc(C)s3)cc(=O)[nH]2)cc1	0.8	-21	23	3	0.0	-5	-0.7	-4	-0.1
N#CCSCC(=O)Nc1ccccc1	0.7	24	-36	-4	-2.9	-8	0.1	0	0.5
O=C(Nc1ncccc1Cl)c1ccccc1F	-0.1	-13	-8	-5	-1.0	0	-1.3	-3	1.2
O=c1[nH]cnc2c1N=C(c1cccc([N+](=O)[O-])c1)CC(c1ccccc1)N2 (stereo not given)	0.1	-8	-13	-3	1.5	14	-0.8	3	1.2
CC1=C(C(=O)N(C)Cc2ccccc2)C2(CCC(C)CC2)OC1=O (stereo not given)	0.1	26	9	-3	1.1	8	1.1	2	0.5
COc1cccc(N(CC(=O)N2CCN(c3ccccc3OC)CC2)S(C)(=O)=O)c1	1.0	6	-3	1	-0.2	-3	-0.5	5	-0.4
COc1ccccc1NS(=O)(=O)c1cccc(C(=O)N/N=C/c2ccc3c(c2)OCCO3)c1	1.8	-42	-47	-1	-0.3	-3	6.5	6	0.2
O=C(CSc1nnc(-c2ccco2)n1-c1ccccc1)NCc1ccco1	-0.6	19	18	-5	-0.8	10	-0.1	-2	0.1
O=C(CSc1nnnn1-c1ccccc1F)Nc1nc2ccccc2s1	0.8	-16	30	-2	-4.3	2	-0.3	4	0.6
CCOc1ccc(N2C(=O)/C(=C/c3ccc(C)o3)N(C)C2=S)cc1	1.0	-18	29	4	-0.8	2	0.4	10	0.3
O=C(/C=C/c1ccccc1)NCc1ccco1	0.0	-38	-14	1	-0.2	3	-0.6	6	0.7
O=C(Nc1ccc(Cl)cn1)C1CCCN1S(=O)(=O)c1cccc2ccccc12 (stereo not given)	0.6	-16	30	-1	-1.0	-2	-1.5	5	-0.2
CCOC(=O)C1=C(C)N(C)C(=O)NC1c1cc2c(cc1[N+](=O)[O-])OCO2 (stereo not given)	0.3	19	-107	-2	1.0	-10	1.3	3	0.5
OC(c1cccnc1)c1cccs1 (stereo not given)	0.5	5	-16	-3	1.0	5	0.5	3	-0.1
CCOCCCNC(=O)c1c(C)c(C(=O)OCC)n(C)c1C	0.4	26	-6	-7	0.4	-6	1.1	1	0.9
CCOC(=O)c1c(C)nc(C)c(C(=O)OCC)c1-c1ccc(Br)cc1	0.0	32	-2	-3	-0.6	-1	-3.7	6	0.8
COc1cccc(/C=N/Nc2nc3ccccc3[nH]2)c1OC	0.4	-47	-4	0	-0.4	11	0.4	-1	-2.8
CCCCCc1c(O)nc(SCC(=O)NCC2CCCO2)[nH]c1=O (stereo not given)	0.5	2	-20	-4	-0.2	-8	-0.9	4	1.0
CC(=O)Nc1ccc(S(=O)(=O)N2CCN(C(=O)N3CCCCCC3)CC2)cc1	0.4	3	1	0	0.3	-4	0.6	5	0.1
N#CC(C(=O)Nc1ccccc1)=C1Nc2ccccc2N1	-0.2	-11	-14	-2	1.4	-23	0.5	3	-2.3
O=S(=O)(Cc1ccccc1)Nc1ccc(Br)cn1	0.1	30	-2	1	0.6	-5	-0.1	4	0.6
Cc1cc(C)cc(NC(=S)N(Cc2ccc(Cl)cc2)Cc2ccc(C(=O)O)cc2)c1	-0.2	34	-76	-3	2.4	-2	-1.8	-2	-0.1
Cn1c(=O)c2c(nc(N3CCCC3)n2CC(O)CO)n(C)c1=O (stereo not given)	-0.1	27	32	-2	-2.0	-17	-0.9	-2	-0.6
CCOc1ccc(-c2c(C#N)c(N)nc3c2c(=O)n(C)c(=O)n3C)cc1OC	0.6	26	-11	-1	0.8	-2	-0.3	2	0.6
CC(=O)N(C1=C(N2CCOCC2)C(=O)c2ccccc2C1=O)c1ccc(C(=O)O)cc1	-0.1	-34	23	4	0.6	11	-0.4	0	0.3
CC(Oc1ccccc1)C(=O)Nc1ccccc1O (stereo not given)	-0.4	6	2	0	-3.1	-2	-2.0	5	0.7
CCCN(CCC)S(=O)(=O)c1ccc(C(=O)N2CCCc3ccccc32)cc1	133*	0	15	0	-1.7	5	6.4	5	-2.1
Cc1ccc(S(=O)(=O)N/N=C/c2cccc([N+](=O)[O-])c2)cc1	0.3	-2	10	-6	-0.5	-8	-0.4	2	1.6
COc1ccc(C(C)N2CC34C=CC(O3)C(C(=O)O)C4C2=O)cc1 (stereo not given)	0.9	24&21	-8	-3	-0.2	3	0.4	5	2.0
